Giardia kill = Giardia lamblia killing; AID 540267; Giardia lamblia trophozoite viability; 340,000 compounds, 0.15% hits; activity change, % at 7.66 µM, hits read low; in the data active = activity change below about -80%; inconclusive = between about -30% and that limit;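 also: parasites exposed to compound for two days anaerobically before the ATP read; % is scaled to controls: 0 for no effect and ±100 for the full control effect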
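ATP-content bioluminescence gauges trophozoite survival. Cells (100/well) receive compound and incubate anaerobically for 48 hrs at 37 deg C; detection reagent follows for 15-30 min at room temperature.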
KCNH2 WT inh = KCNH2 (human, wildtype) channel inhibition. Q12809. U2OS, BacMam KCNH2, thallium flux FluxOr; active compounds read low. activity change, % at 1.84 µM. 340,000 compounds, 0.37% hits;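 active = maximum activity change below -70%; inconclusive = maximum activity change between -70% and -50%; inactive = maximum activity change above -50%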; also: % is scaled to controls: 0 for no effect and ±100 for the full control effect
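U2OS cells transduced with wild-type KCNH2 virus are loaded with FluxOr dye for 45 min, and thallium flux is measured in kinetic reads before and after stimulation buffer. Rate constants are normalized to DMSO controls.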
Coupling enz = inhibits coupling enzyme system, counter-screen for aldolase hits; coupling enzyme system counterscreen, AmpLite Red fluorescence; activity change, negative = inhibition, % at 58.2 µM, hits read low; 290,000 compounds, 0.67% hits; AID 2472; in the data active = activity change below about -30%; also: % is scaled to controls: 0 for no effect and ±100 for the full control effect
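First, compound is pin-transferred into glyceraldehyde-3-phosphate coupling-enzyme reagent at 57.5 uM final and held 10 min at RT. Next, substrate, coupling system and AmpLite Red are added. After 20 min RT, fluorescence (525/598 nm) is read.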
PKM2 activator = PKM2 (human) enzyme activation | Potency, µM (series often up to 57.5 µM), without a hit: at the top dose activation, hits mostly activators | 260,000 compounds, 0.34% hits | purified PKM2, Kinase-Glo ATP luminescence, activation; response scale: 0% is enzyme alone, no compound | AID 1631 | P14618; also: potency is read from the fitted curve at half-maximal effect; % is scaled to controls: 0 for no effect and ±100 for the full control effect; nearly all actives have a fitted effect of over 55% in size
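hPK-M2, >95% pure; 0.1 mM ADP / 0.5 mM PEP final; imidazole pH7.2 buffer w/ 7 mM MgCl2, 50 mM KCl; 1 h RT; Kinase-Glo lum. Intermediate enzyme activity for dual inhibitor/activator qHTS.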
USP2a inh = blocks human ubiquitin-specific protease USP2a; USP2 core, Ub-CHOP2 coupled fluorogenic reporter, 485/531; Potency, µM (highest dose often 38.3 µM), without a hit: at the highest dose activity change, negative = inhibition, usual class: inhibitors; 330,000 compounds, 0.01% hits; AID 463254;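 also: potency is read from the fitted curve at half-maximal effect; plate controls were DMSO wells for no effect and full inhibition by NEM control for full effect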
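Cell-free coupled assay: 10nM USP2 core preincubated 30min RT with compound in Tris-HCl pH 8.0/CaCl2/CHAPS buffer, then 25nM Ub-CHOP2 and 25nM reporter substrate; fluorescence (Ex 485/Em 531) read after 60min RT, normalized to NEM inhibition, concentration-response curves fitted.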
GALK inhibitor = galactokinase (human) inhibition; Potency, µM (titrated, usually from 57.5 µM), for the others: top-dose activity change, negative = inhibition, most hits filed as inhibitors; Purified GALK, Kinase-Glo residual ATP luminescence; 270,000 compounds, 0.007% hits; also: potency is read from the fitted curve at half-maximal effect; % is scaled to controls: 0 for no effect and ±100 for the full control effect
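ATP-depletion format; final 35 uM ATP, 100 uM D-galactose, 5 nM enzyme; pH 8.0 HEPES/Mg2+ buffer; 60 min RT; luminescence read 10 min after detection reagent.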
Menin-MLL TR inh = displaces Texas Red mutant MLL peptide from human menin; Potency, µM (series often up to 61.6 µM), inactives show top-dose FP activity change, negative = inhibition, most hits filed as inhibitors; 270,000 compounds, 0.23% hits; O00255; Menin + Texas Red MLL mutant peptide, fluorescence polarization; active = well fitted inhibition curve with a large enough effect in the polarisation, with a control signal flat, not every such curve was filed as active; inconclusive = small, poorly fitted or top-dose-only effect, or effect the other way, or a change in a side signal; inactive = no such curve, though single readings can be large or run the other way; the % refers to the polarisation; also: potency is read from the fitted curve at half-maximal effect; % of control where 0% means no effect; many of its hits are not listed in these tables
KCNH2 3.1 block = blocks the human KCNH2 3.1 channel isoform; U2OS KCNH2 3.1, thallium flux FluxOr; active compounds read low; activity change, % (tested at about 1.8 µM); 340,000 compounds, 0.95% hits; AID 720553;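 active = maximum activity change below -70%; inconclusive = maximum activity change from -70% to -50%; inactive = maximum activity change above -50%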;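 also: thallium influx rate constant from kinetic fluorescence after stimulation buffer; % is scaled to controls: 0 for no effect and ±100 for the full control effect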
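FluxOr-based Tl+ influx in U2OS cells transduced with KCNH2 3.1 virus; rate constants normalized to DMSO controls.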
B2AR arrestin = agonists driving beta-arrestin recruitment to human beta2-adrenergic receptor; P07550; beta-arrestin recruitment to beta2AR, cell-based reporter; Potency, µM (top dose mostly 46.1 µM), inactives show at the highest dose activation, actives largely listed as activators; 330,000 compounds, 0.02% hits; AID 492947;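 also: potency is read from the fitted curve at half-maximal effect; 0% = DMSO controls and full agonism = EC100 isoproterenol or metaproterenol; nearly all actives have a fitted effect of over 65% in size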
MLL CXXC-DNA inh = blocks binding of human MLL CXXC domain to DNA; 290,000 compounds, 0.037% hits; AID 2662; Potency, µM (titrated, usually from 115 µM), without a hit: at the top dose activity change, negative = inhibition, most hits filed as inhibitors; MLL-CXXC / FITC-HOXA9 DNA fluorescence polarization; Q03164; active = well fitted inhibition curve with a large enough effect in the polarisation, with a control signal flat, not every such curve was filed as active; inconclusive = small, poorly fitted or top-dose-only effect, or effect the other way, or a change in a side signal; inactive = no such curve, though single readings can be large or run the other way; the % refers to the polarisation; also: potency is read from the fitted curve at half-maximal effect
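Steps: dispense CXXC domain solution (7 uM) → pin compounds or unlabeled HOX-A9 DNA control → 5 min ambient → add FLSN-HOX-A9 solution (50 nM) → spin → 30 min ambient → fluorescence polarization. Tris pH 7.5/NaCl/DTT/BSA buffer.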
TRPV1 agonist = agonists of human vanilloid receptor 1 (TRPV1); Q8NER1; TRPV1-expressing cells, Fluo-8 calcium influx, agonist mode; activation, % at 8.33 µM; 320,000 compounds, 0.19% hits; in the data active = activation above about 80%; inconclusive = between about 30% and that limit; also: 0% is about no effect
Target sequence (Q8NER1 whole entry, looked up): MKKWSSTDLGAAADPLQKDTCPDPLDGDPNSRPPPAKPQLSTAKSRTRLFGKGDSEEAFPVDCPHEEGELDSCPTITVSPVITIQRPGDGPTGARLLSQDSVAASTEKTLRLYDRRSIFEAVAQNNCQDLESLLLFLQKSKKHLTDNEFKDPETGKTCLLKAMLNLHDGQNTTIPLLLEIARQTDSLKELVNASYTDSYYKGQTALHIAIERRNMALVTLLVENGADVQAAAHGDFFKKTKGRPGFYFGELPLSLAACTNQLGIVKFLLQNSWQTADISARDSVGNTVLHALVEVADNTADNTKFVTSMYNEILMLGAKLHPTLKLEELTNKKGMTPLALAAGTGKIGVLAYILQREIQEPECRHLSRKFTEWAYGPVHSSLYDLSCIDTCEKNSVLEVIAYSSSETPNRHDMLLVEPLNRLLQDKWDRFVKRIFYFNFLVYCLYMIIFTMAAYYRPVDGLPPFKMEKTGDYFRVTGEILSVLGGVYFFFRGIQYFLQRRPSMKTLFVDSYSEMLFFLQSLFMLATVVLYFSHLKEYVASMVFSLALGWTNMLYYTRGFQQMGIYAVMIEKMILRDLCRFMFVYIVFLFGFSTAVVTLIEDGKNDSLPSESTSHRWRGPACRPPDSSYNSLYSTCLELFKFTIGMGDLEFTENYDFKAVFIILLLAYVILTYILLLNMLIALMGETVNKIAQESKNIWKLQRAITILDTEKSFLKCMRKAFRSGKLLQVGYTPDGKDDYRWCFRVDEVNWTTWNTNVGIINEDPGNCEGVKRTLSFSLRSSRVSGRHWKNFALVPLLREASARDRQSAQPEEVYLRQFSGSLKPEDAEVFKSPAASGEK
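Cells expressing TRPV1 were dye-loaded with Fluo-8 and read kinetically: 10 s baseline, 3 min after compound (agonist portion), then 2 min after EC20 capsaicin (allosteric enhancer portion). Calcium-bound dye fluorescence at 480/520 nm.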
Active calls of the source: *; i = inactive; ? = inconclusive; nt = no result given; & = joins results of further samples; [ ] = remark or other dose. Unless noted, calls follow the shape of the dose curve; as a rule, active = well fitted curve in the direction sought with a large enough effect; inconclusive = small, poorly fitted or top-dose-only effect, or another doubt; inactive = no such curve, though single readings can be large; an effect the other way counts as inactive or inconclusive. A portion of the library; count on the stated rates, not on these rows.

SMILES | Giardia kill | KCNH2 WT inh | Coupling enz | PKM2 activator | USP2a inh | GALK inhibitor | Menin-MLL TR inh | KCNH2 3.1 block | B2AR arrestin | MLL CXXC-DNA inh | TRPV1 agonist
O=C1N[C@H]2CC=C[C@H]2Nc2ccccc21 | 4 | -4 | nt | nt | 0% | nt | nt | -3 | 5.2% | nt | nt
CCOCN(C(=O)Cn1cnc2ccccc21)c1c(C)cccc1CC | -8 | 1 | 2 | -3% | -2% | 1% | ? | -1 | 0.3% | -9% | 9
COC(=O)c1cnn2c3c(c(C)nc12)CCCC3 | -9 | -5 | -1 | -7% | -1% | 4% | 1% | -3 | -0.1% | -7% | -1
O=C(CSc1nnc(Cc2ccccc2)o1)NC1CCCCC1 | 13 | -13 | 4 | -6% | 1% | 1% | 10% | -4 | -0.7% | 18% | 11
COc1ccc(CNc2nc3ccccc3n2C)c(O)c1 | 9 | 8 | -2 | 7% | -6% | 1% | nt | 2 | -0.2% | -8% | 2
Cc1ccc(OCC(=O)NC(=S)Nc2ccc(Br)cn2)cc1C | -23 | -11 | 2 | -2% | 0% | -2% | -5% | 12 | -0.2% | -5% | 0
CCN(Cc1ccccc1)S(=O)(=O)c1cc(C(=O)NC(C)C2CC3CCC2C3)ccc1OC (stereo not given) | 23 | -1 | 3 | -3% | 0% | -1% | 0% | -31 | -2.3% | 0% | 10
Cc1c(O)nc(SCC(=O)Nc2ccc3c4c(cccc24)CC3)n(-c2ccccc2)c1=O | 4 | -2 | 14 | 8% | 0% | 0% | 8% | -1 | 3.5% | -19% | -9
Cc1cc(F)ccc1N1CCC(N2CCN(CCC(C)C)C(CCO)C2)CC1 (stereo not given) | -13 | 8 | 8 | -1% | 0% | 2% | -20% | -12 | -0.4% | 4% | -1
COc1cc(OC)cc(C(=O)NC(C(=O)Nc2ccc(N3CCOCC3)cc2)C(C)C)c1 (stereo not given) | 10 | 0 | nt | nt | 2% | nt | nt | 3 | 0.0% | nt | 1
CC(c1ccccc1)N1C(=O)c2ccc(C(=O)NCc3cccnc3)cc2C1=O (stereo not given) | -14 | -2 | nt | 1% | -1% | 6% | nt | nt | -0.9% | 0% | ?
CCN(CC)S(=O)(=O)c1ccc(/C=C/C(=O)Nc2cccc(F)c2)cc1 | 3 | -7 | -1 | -6% | -1% | 0% | ? | nt | 0.0% | -3% | 97*
CCC(C)(C)NC(=O)Cc1ccccc1OC | 4 | -15 | -1 | -14% | -2% | 3% | -5% | 0 | 0.2% | -15% | 7
Clc1ccc2c(c1)C1=C(C(c3ccncc3)O2)C(c2ccc(Br)cc2)n2ncnc2N1 (stereo not given) | -7 | -10 | -14 | 0% | 0% | -6% | 10% | -16 | 0.1% | -4% | 23
COc1ccc(OC)c2[nH]c(=O)c(CCNS(=O)(=O)c3ccc(Cl)cc3)cc12 | -13 | -7 | -33* | 9% | 2% | 3% | 1% | 2 | -0.1% | 0% | -7
O=C(CSc1ccc([N+](=O)[O-])cn1)Nc1ccc2c(c1)OCO2 | 20 | -1 | -1 | 10% | 1% | -3% | 3% | -5 | -0.3% | 0% | 1
COCC(=O)N(Cc1cc2ccc(C)cc2[nH]c1=O)c1ccc(OC)cc1 | 1 | 15 | 0 | 1% | -2% | 0% | 3% | -18 | -0.1% | -3% | -1
COc1cc2c(cc1NC(=S)NC(=O)/C=C/c1ccc(OC)c(OC)c1)oc1ccccc12 | 4 | 0 | 1 | -1% | 1% | -2% | 4% | -4 | 0.0% | -1% | 0
CCCc1cc(=O)[nH]c(SCC(=O)N(C)C2CCS(=O)(=O)C2)n1 (stereo not given) | 0 | -13 | 4 | 1% | 3% | 1% | 8% | -1 | 0.1% | -2% | -1
COc1ccc(NC2CCCN(C(=O)CCCn3cncn3)C2)cc1 (stereo not given) | nt | nt | nt | -1% | 1% | 2% | nt | nt | -0.2% | 3% | 2
CNc1nnc(-c2ccncc2)s1 | 1 | 1 | 2 | 4% | 1% | -3% | 6% | 17 | -0.5% | 0% | -6
Cc1ccc(C)c(NCCC#N)c1 | 10 | -7 | 1 | -5% | 3% | -1% | -4% | 0 | -1.6% | 9% | 2
OC1CCN(c2cc(-c3ccccc3)nc3cc(-c4ccc(F)cc4)nn23)CC1 | -3 | i | -2 | -28% | -2% | -1% | ? | -1 | -0.3% | -3% | 4
CCCNC(=O)c1c(N)n(-c2cc(OC)cc(OC)c2)c2nc3ccccc3nc12 | -8 | 0 | -10 | 1% | -1% | 0% | 11% | -7 | -0.4% | -19% | 14
O=C(CCc1nnc2n(Cc3ccc(F)cc3)c(=O)c3ccccc3n12)NCCCN1CCOCC1 | 1 | 10 | -3 | -2%[0.46 µM] | 2% | 1% | -11% | 15 | -0.2% | 21% | -3
O=C1c2cccc(O)c2C(=O)c2c(O)cccc21 | nt | nt | 0&-6 | 4% | 3% | nt | 0%&13%&-7% | nt | -0.4% | 4%&-4% | 1
Cc1ccc(N2C(=O)Nc3ccccc3S2(=O)=O)cc1Cl | 14 | -13 | 3 | nt | 4% | nt | ? | -14 | -0.1% | 13% | ?
CCN(c1ccccc1)S(=O)(=O)c1ccc(Cl)c(C(=O)NCC2CCCO2)c1 (stereo not given) | -11 | -15 | 1 | 3% | 3% | 0% | -20% | 6 | -0.2% | -6% | 6
FC(F)(F)c1cnc2c(-c3ccccc3)n[nH]c2c1 | 1 | -2 | -1 | 3% | 2% | -1% | 0% | 1 | 0.2% | 3% | 2
COc1cccc(OCC(Cn2c(C)nc3ccccc32)OC(C)=O)c1 (stereo not given) | 8 | i | -4 | -7% | 0% | 2% | -15% | 0 | -0.4% | 8% | 16
Cc1nc2ccc(C(=O)N3c4ccccc4CC3C)cc2s1 (stereo not given) | 7 | -24 | 0 | -4% | -1% | -2% | ? | 2 | -0.2% | -6% | 11
CC1Sc2ccc(S(=O)(=O)N3CCC(C(=O)N(C)Cc4ccccc4)CC3)cc2NC1=O (stereo not given) | 2 | -7 | nt | nt | 0% | 4% | nt | 16 | -0.1% | -12% | 2
CC(=O)c1c(C)[nH]c(C(=O)Nc2cccc(S(=O)(=O)N(C)c3ccccc3)c2)c1C | -25 | 0 | 0 | ? | -9% | -2% | 11% | 0 | 0.0% | 13% | 4
CNC(=O)c1cc(C(=O)c2ccc(F)cc2C(F)(F)F)c[nH]1 | 5 | 6 | 2 | nt | 7% | 3% | 3% | 2 | -0.3% | -2% | -3
NC(=O)c1nsc(C(=O)N(c2ccc(F)cc2)C(C(=O)NC2CCCC2)c2ccncc2)c1N (stereo not given) | 7 | -16 | 1 | 4% | 2% | -1% | -6% | 8 | -1.0% | 53%[activator] | 4
COc1cccc(-n2nnc(S(=O)(=O)c3ccc(C)cc3)c2N)c1 | 17 | -13 | 2 | 18% | -1% | -1% | 2% | 1 | -0.1% | -3% | 9
C=C(C)C1CC=C(C)/C(=N/NC(=O)c2ccc(NC(=O)c3cccc(C)c3)cc2)C1 (stereo not given) | 5 | -1 | -3 | -2% | 0% | -2% | nt | 0 | -1.1% | 17% | nt

Some of the entries so far, with two lines to a compound.
Values run as follows: Giardia kill | KCNH2 WT inh | Coupling enz | PKM2 activator | USP2a inh | GALK inhibitor | Menin-MLL TR inh | KCNH2 3.1 block | B2AR arrestin | MLL CXXC-DNA inh | TRPV1 agonist
> CNC(=O)c1cc(C(=O)c2ccc(F)cc2C(F)(F)F)c[nH]1
 : 5 | 6 | 2 | nt | 7% | 3% | 3% | 2 | -0.3% | -2% | -3
> FC(F)(F)c1cnc2c(-c3ccccc3)n[nH]c2c1
 : 1 | -2 | -1 | 3% | 2% | -1% | 0% | 1 | 0.2% | 3% | 2
> O=C1c2cccc(O)c2C(=O)c2c(O)cccc21
 : nt | nt | 0&-6 | 4% | 3% | nt | 0%&13%&-7% | nt | -0.4% | 4%&-4% | 1
> Cc1ccc(N2C(=O)Nc3ccccc3S2(=O)=O)cc1Cl
 : 14 | -13 | 3 | nt | 4% | nt | ? | -14 | -0.1% | 13% | ?
> COc1cccc(-n2nnc(S(=O)(=O)c3ccc(C)cc3)c2N)c1
 : 17 | -13 | 2 | 18% | -1% | -1% | 2% | 1 | -0.1% | -3% | 9

High-throughput results deposited in PubChem by National Center for Advancing Translational Sciences (NCATS).
